High-throughput results as filed in PubChem BioAssay.
Dicer processing = blocks human Dicer maturation of pre-miR-21; Q9UPY3; cat-ELCCA pre-miR-21 Dicer processing, chemiluminescence; hits give high values; z-score at 25 µM; actives 6% (n = 47,000); AID 1347074; in the data active means z-score above about 3, passing the limit was not always enough;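 further: plate controls were vehicle for no effect and no enzyme for full effect; higher signal means more uncleaved substrate so more Dicer inhibition; strong numbers were not always called active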
Target sequence (Q9UPY3 whole entry, looked up): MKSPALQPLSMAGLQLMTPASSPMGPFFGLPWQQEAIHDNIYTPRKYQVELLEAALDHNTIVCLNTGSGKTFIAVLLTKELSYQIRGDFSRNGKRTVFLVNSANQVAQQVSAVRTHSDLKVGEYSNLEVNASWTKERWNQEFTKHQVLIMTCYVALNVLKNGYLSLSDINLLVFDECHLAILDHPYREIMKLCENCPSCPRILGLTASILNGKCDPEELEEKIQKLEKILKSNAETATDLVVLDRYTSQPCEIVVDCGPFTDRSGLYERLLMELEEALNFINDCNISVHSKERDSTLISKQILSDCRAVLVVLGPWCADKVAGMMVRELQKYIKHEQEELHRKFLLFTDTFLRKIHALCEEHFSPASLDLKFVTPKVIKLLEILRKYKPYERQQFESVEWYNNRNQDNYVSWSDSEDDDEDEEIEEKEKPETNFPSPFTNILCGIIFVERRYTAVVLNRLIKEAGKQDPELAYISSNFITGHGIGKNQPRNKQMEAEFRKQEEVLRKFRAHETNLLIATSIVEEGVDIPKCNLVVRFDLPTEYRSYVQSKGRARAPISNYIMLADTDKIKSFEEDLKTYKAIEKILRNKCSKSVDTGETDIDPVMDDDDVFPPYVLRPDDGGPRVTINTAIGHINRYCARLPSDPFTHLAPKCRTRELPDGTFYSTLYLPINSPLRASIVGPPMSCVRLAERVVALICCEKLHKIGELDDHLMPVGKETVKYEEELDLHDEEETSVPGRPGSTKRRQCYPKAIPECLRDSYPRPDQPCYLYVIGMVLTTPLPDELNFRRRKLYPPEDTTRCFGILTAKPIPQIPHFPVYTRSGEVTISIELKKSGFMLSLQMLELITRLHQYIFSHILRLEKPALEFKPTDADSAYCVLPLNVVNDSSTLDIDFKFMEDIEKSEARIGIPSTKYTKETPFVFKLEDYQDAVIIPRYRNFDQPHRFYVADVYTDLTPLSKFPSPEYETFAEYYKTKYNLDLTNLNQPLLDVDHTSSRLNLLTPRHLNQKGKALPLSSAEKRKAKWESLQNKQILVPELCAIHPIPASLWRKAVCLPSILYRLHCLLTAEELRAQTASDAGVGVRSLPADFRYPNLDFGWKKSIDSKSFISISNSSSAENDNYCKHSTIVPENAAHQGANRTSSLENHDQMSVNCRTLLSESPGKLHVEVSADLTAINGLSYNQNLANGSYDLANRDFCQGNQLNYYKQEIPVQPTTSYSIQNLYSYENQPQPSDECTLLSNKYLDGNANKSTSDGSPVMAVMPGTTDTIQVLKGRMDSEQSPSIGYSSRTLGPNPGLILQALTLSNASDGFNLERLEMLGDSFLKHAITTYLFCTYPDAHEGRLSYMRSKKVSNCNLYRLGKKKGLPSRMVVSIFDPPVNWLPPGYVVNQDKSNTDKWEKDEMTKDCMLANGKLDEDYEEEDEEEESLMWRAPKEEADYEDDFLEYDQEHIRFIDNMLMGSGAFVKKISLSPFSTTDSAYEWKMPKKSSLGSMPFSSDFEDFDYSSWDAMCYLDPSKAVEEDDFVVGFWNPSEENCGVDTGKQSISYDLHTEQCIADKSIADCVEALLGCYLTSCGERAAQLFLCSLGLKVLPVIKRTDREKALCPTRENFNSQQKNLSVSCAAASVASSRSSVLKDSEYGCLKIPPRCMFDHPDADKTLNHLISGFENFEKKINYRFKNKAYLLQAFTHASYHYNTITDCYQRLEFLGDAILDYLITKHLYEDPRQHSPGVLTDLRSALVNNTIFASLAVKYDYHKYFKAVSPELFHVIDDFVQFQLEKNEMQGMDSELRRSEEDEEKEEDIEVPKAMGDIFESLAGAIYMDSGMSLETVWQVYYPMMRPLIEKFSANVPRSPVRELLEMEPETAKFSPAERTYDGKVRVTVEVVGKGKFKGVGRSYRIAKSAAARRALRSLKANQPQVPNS
* hit, by the source's call; & = joins results of further samples. The list is partial. The share of hits here may be higher or lower than overall.

SMILES	Dicer processing
O=C(O)CC(NC(=O)c1ccccc1)C(=O)O (configuration not stated)	0.11
COc1cc(Cl)c(NS(=O)(=O)c2cc(Br)c(Br)s2)c(OC)c1	-0.97
CCN(CC)C1=C(C(=O)c2ccccc2)N(CC(N)=O)S(=O)(=O)c2ccccc21	3.1*
Cc1nc(NCc2ccco2)nc2c1C(=O)CC(C)C2 (configuration not stated)	2.7
O=C(Nc1cccc2cccnc12)c1cccs1	-1.1
N/C(=N\NS(=O)(=O)c1ccccc1OC(F)(F)F)c1cnccn1	-1.1
CC1CCc2c(sc(NC(=O)Cn3nc(C(F)(F)F)c4c3CCCC4)c2C(N)=O)C1 (configuration not stated)	0.16
Cc1ccc(C(=O)CSc2nnc3c(n2)[nH]c2ccccc23)cc1	1.6
CC(C)(C)c1cc(NS(=O)(=O)c2ccc(C#N)cc2)no1	0.33
CCOC(=O)c1c(NC(=O)c2nn(C)cc2[N+](=O)[O-])sc(C)c1C	0.96
CCNc1nc(NCC)nc(C(=O)OCCO)n1	-0.7
CC(C)(C)C(=O)/C(C#N)=C/c1ccc([N+](=O)[O-])s1	-1.1
COCCCNC(=S)Nc1ccccc1C	-2.1
CC1CCN(c2nc3ccccc3nc2SCC(=O)NCC2CCCO2)CC1 (configuration not stated)	1.6
O=S(=O)(Nc1ccccc1N1CCOCC1)c1ccc(S(=O)(=O)c2ccccc2)s1	0.33
CCn1c(SCc2c(C)ccc3ccccc23)nc2c1c(=O)n(C)c(=O)n2C	0.94
Cc1onc(-c2ccccc2)c1NC(=O)O/N=C(\N)c1ccc(Cl)cc1	0.68
COc1ccc(CN2CCN(Cc3ccco3)CC2)cc1Br	-0.08
CC(C)c1nnc(NC(=O)CSc2nnc3c4ccccc4n(C)c3n2)s1	-0.3
CCC1C(=O)C2(CCCCC2)C(=O)OC1c1ccc(F)cc1 (configuration not stated)	-0.59
O=C(NNc1c(Cl)cc(Cl)cc1Cl)NC(=O)c1c(F)cccc1F	-0.54
COc1ccccc1N1C(=O)CS/C1=N\N=C\c1ccccc1O	5.7
O=C(c1cccnc1)N(c1ccc2oc(=O)sc2c1)S(=O)(=O)c1cccs1	6.1*
CCOC(=O)Cn1c(Sc2nc3c(c(=O)n(C)c(=O)n3C)n2C)nc2ccccc21	2.2
Cc1cc(-c2ccccc2)c2c(n1)sc1c(O)cc(=O)[nH]c12	1
O=C(Nc1ccc(Cl)cc1O)c1ccco1	5.7*
CCOC(=O)c1cc2c(C)n(-c3ccc(N(C)C)cc3)c(C)c2cc(C(=O)OCC)c1=O	-0.2
NC(N)=NC(N)=Nc1ccc(Cl)cc1C(=O)c1ccccc1	-0.61
CCCCc1ccc(N2CC(C)Cn3c2nc2c3c(=O)n(CC(=O)O)c(=O)n2C)cc1 (configuration not stated)	-1.6
NS(=O)(=O)c1ccc(Sc2ccc(Cl)c(Cl)c2)c([N+](=O)[O-])c1	-0.46
COc1cc(OC)cc(C(=O)Nc2nc3c(s2)CCc2ccc(OC)cc2-3)c1	2.9
CC(C)(C)c1ccc(NC(=O)C2CC2)c(Cl)c1	-0.05
CCOC(=O)C1=C(CC)NC2=C(C(=O)CC(C)(C)C2)C1c1ccc2c(c1)OCO2 (configuration not stated)	0.07
COc1ccccc1C1Nc2cccc3cccc(c23)N1	2.2
CCOc1ccc(C(Nc2ccccn2)c2ccc3ccc(C)nc3c2O)cc1C (configuration not stated)	3.5*
Cc1ccccc1C1CC(=O)Oc2c1c(=O)n(C)c1ccccc21 (configuration not stated)	1.6
O=C(O)C1C2CCC(C2)C1C(=O)NCC1CCCO1 (configuration not stated)	0.67
CCOC(=O)CSc1nnc(Cn2nnc3ccccc32)n1-c1ccc(F)cc1	-2.6
O=C(CSc1nc(-c2ccccc2)cs1)c1ccccc1	0.79
C=CCOc1ccc(C(=O)N(Cc2ccc(OC)c(OC)c2)C2CCS(=O)(=O)C2)cc1 (configuration not stated)	1.4
FC(F)(F)c1cc(Cl)c2c(c1)N=C(c1ccccc1)CC(c1ccccc1)=N2	-0.74
O=C(NC1(O)C(=O)c2ccccc2C1=O)c1cccc2c1-c1ccccc1C2=O	-5.2
COc1ccc(C2Oc3c(OC)cccc3C3CC(c4cc(OC)ccc4O)=NN32)c(OC)c1 (configuration not stated)	2.8
CN(/N=C/Cc1nnnn1-c1ccc(Cl)cc1)c1ccccc1	-1.1
Cc1cccc(C2CC(c3ccc(Br)cc3)Nc3nc(N)nn32)c1 (configuration not stated)	0.08
Cc1ccc(Sc2ccc([N+](=O)[O-])cn2)cc1	-0.1
COc1cccc(N2CC(O)=C(c3nc4ccccc4s3)C2=N)c1	1.3
CCOC(=O)c1sc(N2C(=O)C(O)=C(C(=O)c3ccco3)C2c2cccc(Cl)c2)nc1C (configuration not stated)	0.09
CCOc1ccc(C2SC[C@H](C(=O)O)N2C(C)=O)cc1 (some centres not stated)	-0.05
N/C(=N\N=C\c1cccs1)SCc1ccccc1	2.9

Remaining list, next part:
SMILES	Dicer processing
CC(C)NC(=O)N(Cc1ccccc1)Cc1cccnc1	1.4
Cc1cc(N2CCOCC2)n2c(nc3ccccc32)c1C#N	2.7
Cc1ccc(C2C(C#N)=C(N)Oc3n[nH]c(C)c32)o1 (configuration not stated)	-4.8
CS/C(NCc1ccco1)=C(/C#N)S(=O)(=O)c1ccc(Cl)cc1	-1.1
CN(Cc1cc(Br)cc(Br)c1N)C1CCCCC1	-0.42
N#C/C(=C\N1CCc2ccccc21)S(=O)(=O)c1ccc(Cl)cc1	0.72
N#Cc1cc(Cl)ccc1Nc1ncnc(N)n1	0.41
O=C(CC1(O)C(=O)N(Cc2ccccc2)c2ccc(Br)cc21)c1ccncc1 (configuration not stated)	2.8
COc1ccc(Br)c(-c2nnc(-c3ccccc3[N+](=O)[O-])o2)c1	0.68
O=C(Nc1ccc(N2CCOCC2)nc1)C1CC(=O)N(Cc2ccco2)C1 (configuration not stated)	1.7
Cc1ccc(Nc2nc3nonc3nc2N(C)C)cc1	1.7
CN1c2ccccc2C(=O)/C(=N\Nc2ccccc2C(F)(F)F)S1(=O)=O	1.6
CCCNS(=O)(=O)c1cc(-c2nnc3c4ccccc4c(C)nn23)ccc1OC	-0.21
Oc1c(Cl)c2nc3ccccc3nc2c2ccccc12	-0.96
COc1cccc(CNc2cnc3ccccc3c2)c1O	4.5*
O=C(Nc1ccc2c(c1)OCCO2)c1ccccc1	0.91
NC(=O)CSc1nnc(-c2ccccc2)c(-c2ccccc2)n1	-5.6
Cc1cc(CNCC(O)C(F)(F)F)no1 (configuration not stated)	0.4
COc1ccc(CS/C(N)=N/N)cc1	0.87
O=c1[nH]cc(N2CCOCC2)c(=O)[nH]1	-0.42
O=C(NCc1ccccc1)N1CC2C=CC1C2 (configuration not stated)	6.2*
Cc1ccc(N2C(=O)C(c3ccccc3)C(N3CCOCC3)C2=O)cc1 (configuration not stated)	3.1*
Cc1ccc(Cn2ccc(NC(=O)c3cc4n(n3)C(C(F)(F)F)CC(c3ccco3)N4)n2)cc1 (configuration not stated)	0.9
CCCCNC(=O)Nc1ccccc1SCC(O)Cn1ccc(C(F)(F)F)n1 (configuration not stated)	0.59
COc1ccc(C2Nc3ccc(C)cc3-c3cc(C)nn32)cc1 (configuration not stated)	-1
NC1[C@H]2CN(c3nc4c(cc3F)c(=O)c(C(=O)O)cn4-c3ccc(F)cc3F)C[C@@H]12 (some centres not stated)	-0.43
Cc1ccc(N2CCn3c2nc2c3c(=O)n(CC(=O)O)c(=O)n2C)cc1	0.75
O=C1CCC(=O)N1CC(=O)N1c2ccccc2Sc2ccccc21	-0.22
O=C(O)CNC(=O)c1cccnc1Sc1ccc(Cl)cc1	0.64
Clc1ccc(Cn2c(CN3CCCC3)nc3ccccc32)cc1	3.8&0.97
CN(C)/N=C(/Sc1ccc(Br)cc1)c1cc(C(F)(F)F)cc(C(F)(F)F)c1	0.24
CCOC(=O)C(O)(c1ccc(NC(=O)Nc2cccc(Cl)c2)c(C)c1)C(F)(F)F (configuration not stated)	2.2
Cn1c(=O)c2c(nc(N3CCN(CCO)CC3)n2CC(O)c2ccccc2)n(C)c1=O (configuration not stated)	-0.31
COc1cc(C=Nc2ccc(N3N=C(C)CC3=O)cc2)ccc1O	-6.6
CC(C)(C)/C=N/NS(=O)(=O)c1ccc(Cl)s1	-2.3
O=C(O)CSc1n[nH]c(-c2ccc(Cl)cc2)n1	-0.66
CC(=O)CCC(=O)OCC(=O)c1ccc(C(F)(F)F)cc1	-0.2
Cc1c(Cc2cccc(Cl)c2)c(=O)[nH]c2nc3ccccc3n12	-0.28
COc1ccccc1-c1c(C(F)(F)F)oc2cc(OC(=O)N3CCOCC3)ccc2c1=O	-0.43
CN(C)CCOC(=O)c1ccco1	1.2
O=C(O)CCC(=O)N1c2ccccc2NC2=C(C(=O)CC(c3ccccc3)C2)C1c1cccnc1 (configuration not stated)	2.1
OC1(c2ccc(Cl)cc2)CCN(Cc2c[nH]c3ccccc23)CC1	1.4
CCn1c(SCC(=O)O)nc2cc(Cl)ccc21	0.05
Cc1ccc(S(=O)(=O)NC2=NCN(CCCN3CCOCC3)CN2)cc1	0.43
CCOC(=O)N1CCCN=C1NNc1cc(F)ccc1F	0.57
CN1C(=O)C2(/C(=C(/O)c3ccccc3)C(=O)C(=O)N2CC2CCCO2)c2ccccc21 (configuration not stated)	1.5
Cc1cc(C(F)(F)F)nc2c(Cl)c(-c3ccc(C(C)(C)C)cc3)nn12	-0.86
COC(=O)C(Cc1c[nH]c2ccccc12)NC(=O)C1CCCN1C(=O)OCc1ccccc1 (configuration not stated)	1.1
O=C(c1nn2c(c1Cl)NC(c1ccc(Br)cc1)CC2C(F)(F)F)N1CCCCC1 (configuration not stated)	-1.3
CN(C)c1ccncc1C(=O)Nc1cc(Cl)cc(Cl)c1	0.13

Remaining list, next part.
SMILES	Dicer processing
O=C1Nc2ccccc2C1=NC1CCN(Cc2ccccc2)CC1	-2.6
Cc1cc(C)n(-c2ncnc3sc4c(c23)CCCC4)n1	0.41
Cc1[nH]c2ccccc2c1C(=O)CSc1nnc(-c2cccs2)n1C	0.7
CC(=O)c1sc(-c2ccc(F)cc2)cc1Br	-1.5
O=C(c1ccco1)c1coc2ccc(O)cc12	5.5*
NC(=O)C1CCN(C(=O)Nc2cc3ccccc3s2)CC1	-3.1
Brc1cccc(CN2CCN(Cc3cccnc3)CC2)c1	1.1
N#Cc1c(S/C=C(\O)c2ccc(F)cc2)nc2c(c1C(F)(F)F)CCCC2	-0.19
CC(C)(C)c1cc2nc(C(F)(F)F)cc(N/N=C/c3ccccc3)n2n1	0.12
O=C1CC(c2cccc(Cl)c2)Cc2nc(N3CCN(Cc4ccc5c(c4)OCO5)CC3)ncc21 (configuration not stated)	0.07
CC(C)C(=O)Nc1c(C(=O)c2ccccc2)oc2ccccc12	-0.29
CCN(CC)c1ccc(C2C(C(=O)OCCOC)=C(C)NC3=C2C(=O)CC(C)(C)C3)cc1 (configuration not stated)	3.2
COc1cc(OCc2ccccc2)ccc1CN1CCN(C)CC1	-0.73
Cn1nccc1NS(=O)(=O)c1cccc(Cl)c1	-0.68
CN(NC(=O)NC(=O)c1c(Cl)cccc1Cl)c1cccc(Cl)c1C#N	0.7
C#CC(O)(c1ccc(OC)cc1)c1ccccc1F (configuration not stated)	4.1*
O=c1[nH]ccc2c1c(=O)[nH]c1ccccc12	-1.3
Cn1c(=O)c2c(nc3n(Cc4ccc(F)cc4)c(-c4ccc(Cl)cc4)cn23)n(C)c1=O	0.31
O=C(CN(C1CCCCC1)S(=O)(=O)c1ccc(Br)cc1)N1CCc2ccccc2C1	-1.1
Fc1ccc(Oc2nc(Oc3ccc(F)cc3)nc(N3CCSCC3)n2)cc1	-2.2
CC1(C)CC(=O)C2=C(C1)Nc1ccccc1NC2c1ccc(F)cc1 (configuration not stated)	-1.7
COC(=O)c1sccc1N/C=C(\C#N)S(=O)(=O)C(C)(C)C	-0.58
O=C(Nc1ccc(Br)cn1)c1sc2ccccc2c1Cl	-0.07
C=CCNC(=O)CCSc1nc(-c2ccc3c(c2)OCO3)cc(C(F)(F)F)n1	0.71
CCN1CCN(C(=O)CSc2nc(-c3ccco3)cc(C(F)(F)F)n2)CC1	0.46
O=C(Nc1ccc(F)cc1)Nc1ccc2ccccc2n1	2.2
